Assay outcomes as filed in PubChem BioAssay.
SMN2 splice up: increases expression of the SMN2 splice variant. actives 2.8% (n = 210,000). Potency, µM (titrated, usually from 46.1 µM), for the others: top-dose activity change, positive = activation, usual class: activators. HEK293 SMN2-luciferase splicing reporter, luminescence, 30-36 h; further: % of control where 0% means no effect; nearly all actives have a fitted effect of over 55% in size
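HEK293 cells carry an SMN2 […]–luciferase reporter in which exon 7 inclusion puts luciferase in frame. Cells were plated 10-12 h before compound addition, then incubated 30-36 h at 37C. ONE-Glo luminescence was read; sodium butyrate at 4.5 mM final served as control.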
KDM4E inh: JMJD2E (human) inhibition; AID 2147; JMJD2E catalytic domain, FDH-coupled NADH fluorescence (FDH is formaldehyde dehydrogenase); Potency, µM (highest dose often 57.1 µM), inactives show at the highest dose activity change, negative = inhibition, most hits filed as inhibitors; B2RXH2; actives 1.6% (n = 230,000); active means well fitted inhibition curve with a large enough effect, not every such curve was filed as active; inconclusive means small, poorly fitted or top-dose-only effect, or another doubt; inactive means no such curve, though single readings can be large or run the other way;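 further: 0% = wells with enzyme and -100% = buffer wells without enzyme; nearly all actives have a fitted effect of over 50% in size; many of its hits are not listed in these tables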
Target sequence (B2RXH2 1-337 limits assumed): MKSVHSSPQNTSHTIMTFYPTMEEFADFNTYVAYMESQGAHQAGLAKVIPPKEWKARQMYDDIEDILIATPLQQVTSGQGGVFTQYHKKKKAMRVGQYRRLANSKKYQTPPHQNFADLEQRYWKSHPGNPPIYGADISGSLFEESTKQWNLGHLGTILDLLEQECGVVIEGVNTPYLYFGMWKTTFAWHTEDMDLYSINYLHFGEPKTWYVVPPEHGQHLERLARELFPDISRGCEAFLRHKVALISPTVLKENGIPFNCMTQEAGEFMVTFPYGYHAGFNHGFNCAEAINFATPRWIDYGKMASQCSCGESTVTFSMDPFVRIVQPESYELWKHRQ
L3MBTL1 block: blocks human L3MBTL1; Q9Y468; AlphaScreen L3MBTL1–H3K9me1 peptide binding; Potency, µM (series often up to 57.1 µM), without a hit: at the highest dose activity, negative = inhibition, most hits filed as inhibitors; actives 0.66% (n = 230,000); further: on the % scale 0 is the no-effect control and ±100 the full control effect; nearly all actives have a fitted effect of over 60% in size
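Read-out is AlphaScreen signal from streptavidin donor and nickel chelate acceptor beads (10 ug/mL final each) bridging L3MBTL1 (50 nM) and biotinylated K9-monomethylated H3(1-15) peptide (75 nM), after 30 min compound exposure at room temperature.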
RECQ1 inh: inhibitors of human RECQ1 DNA helicase | P46063 | RECQ1 DNA unwinding, red fluorescence kinetic read | actives 0.54% (n = 240,000) | Potency, µM (titrated, usually from 57.3 µM), without a hit: at the highest dose activity, negative = inhibition, most hits filed as inhibitors;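 further: plate controls were vehicle for no effect and no enzyme for full effect; nearly all actives have a fitted effect of over 30% in size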
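50 nM RECQ1T1 preincubated 15 min with compound in Tris pH 8.0 buffer with MgCl2, DTT, Tween-20 and 2.5 ug/ml poly(dI-dC); started with 200 nM TAMRA/BHQ-2 forked duplex and 2 mM ATP. Unwinding read as fluorescence (525/598 nm), two reads 2 h apart.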
Luc counter: Kinase-Glo luciferase inhibition (counter-screen). Q27757. AID 1379. Potency, µM (top dose mostly 38.3 µM), for inactives: at the top dose activity change, negative = inhibition, hits mostly inhibitors. actives 0.28% (n = 200,000). Kinase-Glo luciferase, ATP luminescence, 8 min; further: on the % scale 0 is the no-effect control and ±100 the full control effect; nearly all actives have a fitted effect of over 60% in size
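Inhibition of Kinase-Glo luciferase light generation was assessed at 10 uM ATP in pH 7.2 imidazole buffer, with luminescence measured after eight minutes at ambient temperature.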
Tau ThT inhib: blocks human tau fibril formation measured by thioflavin T; recombinant tau K18 P301L (four-repeat tau fragment), heparin-induced fibrillization, ThT fluorescence; AID 1460; P10636; actives 2.1% (n = 270,000); Potency, µM (titrated, usually from 57.4 µM), for inactives: at the top dose activity, negative = inhibition, usual class: inhibitors; further: on the % scale 0 is the no-effect control and ±100 the full control effect; nearly all actives have a fitted effect of over 55% in size
Target sequence (P10636 561-689 P618L limits assumed): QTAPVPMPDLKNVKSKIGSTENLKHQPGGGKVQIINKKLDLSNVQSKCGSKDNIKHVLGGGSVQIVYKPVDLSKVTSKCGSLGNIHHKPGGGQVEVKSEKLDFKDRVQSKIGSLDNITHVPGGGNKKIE
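K18 P301L tau (15 uM + 0.24 uM Alexa 594-tagged), heparin 20 uM, NaOAc pH 7, 6 h 37 C; ThT 30 uM, 1 h RT, ex 450/em 510 nm.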
Lamin A splicing: modulators of lamin A splicing; HeLa LMNA splicing GFP/RFP minigene ratio, 48 h; Potency, µM (titrated, usually from 46.1 µM), without a hit: top-dose ratio change, negative = inhibition, hits mostly inhibitors; actives 0.01% (n = 200,000); active means well fitted inhibition curve with a large enough effect in the signal ratio, with a control signal flat, not every such curve was filed as active; inconclusive means small, poorly fitted or top-dose-only effect, or effect the other way, or a change in a side signal; the % refers to the signal ratio; further: on the % scale 0 is the no-effect control and ±100 the full control effect
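Read-out is the ratio of GFP to DsRed2 object intensity, acquired by 488 nm laser-scanning cytometry on HeLa lamin A-EGFP minigene reporter cells. Compound incubation 48 hrs at 37 °C in Opti-MEM with 2% FBS; DMSO 0.5% final.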
ALDH1A1 inh: ALDH1A1 (human) enzyme inhibition; P00352; Purified ALDH1A1, NADH fluorescence, propionaldehyde substrate; Potency, µM (titrated, usually from 75.3 µM), for the others: at the highest dose activity, negative = inhibition, hits mostly inhibitors; actives 7.3% (n = 220,000); AID 1030; active means well fitted inhibition curve with a large enough effect, not every such curve was filed as active; inconclusive means small, poorly fitted or top-dose-only effect, or another doubt; inactive means no such curve, though single readings can be large or run the other way;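 further: plate controls were no enzyme wells and a reference inhibitor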
Target sequence (P00352 whole entry, looked up): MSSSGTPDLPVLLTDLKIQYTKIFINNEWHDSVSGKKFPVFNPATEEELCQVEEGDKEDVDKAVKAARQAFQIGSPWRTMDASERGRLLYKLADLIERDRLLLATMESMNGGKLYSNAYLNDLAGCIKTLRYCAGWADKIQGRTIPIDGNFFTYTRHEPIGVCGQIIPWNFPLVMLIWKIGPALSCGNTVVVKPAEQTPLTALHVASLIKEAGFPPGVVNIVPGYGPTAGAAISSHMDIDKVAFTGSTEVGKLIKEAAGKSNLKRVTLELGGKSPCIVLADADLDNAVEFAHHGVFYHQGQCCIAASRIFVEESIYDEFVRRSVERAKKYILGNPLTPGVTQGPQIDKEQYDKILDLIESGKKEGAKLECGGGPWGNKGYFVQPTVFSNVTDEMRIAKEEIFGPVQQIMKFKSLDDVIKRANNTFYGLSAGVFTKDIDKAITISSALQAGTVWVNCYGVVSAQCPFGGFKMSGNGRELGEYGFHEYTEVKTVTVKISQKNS
* = called active by the depositor; i = inactive; ? = inconclusive; . = no result given; & = joins results of further samples; [ ] = another dose, or the depositor's remark. Unless noted, the call rests on the fitted dose curve; in most records, active means well fitted curve in the direction sought with a large enough effect; inconclusive means small, poorly fitted or top-dose-only effect, or another doubt; inactive means no such curve, though single readings can be large; an effect the other way counts as inactive or inconclusive. Potency means the concentration at half of the fitted maximal effect. Only part of the results is shown. The share of hits here may be higher or lower than overall.

SMILES	SMN2 splice up	KDM4E inh	L3MBTL1 block	RECQ1 inh	Luc counter	Tau ThT inhib	Lamin A splicing	ALDH1A1 inh
CN1CCN(S(=O)(=O)c2cccc(S(=O)(=O)c3ccc(Cl)cc3)c2)CC1	-17%	-6%	.	i	2%	4%	?	-4%
O=S(=O)(NC1CCCCC1)c1ccc(N2CCOCC2)nc1	.	-20%	-13%	-8%	.	-2%	.	.
CCCCCc1ccc(S(=O)(=O)Nc2cc(C)ccn2)cc1	.	?	5%	i	.	-5%	.	.
CCCCCNC(=O)c1ccc2c(=O)n(CCCOCC)c(=S)[nH]c2c1	-30%	6%	.	-9%	-3%	-18%	.	7%
Cc1ccccc1Nc1nc(N)nc(COC(=O)/C=C/c2ccco2)n1	2%	-2%	-17%	-8%	-1%	?	.	?
NS(=O)(=O)c1cc2c(cc1Cl)N[C@@H]([C@@H]1C[C@@H]3C=C[C@H]1C3)NS2(=O)=O	.	-22%	.	-8%	3%	3%	.	4%
CC(C)Cc1nc(N2CCN(C(=O)c3ccco3)CC2)c(C#N)c2c1CCC2	-13%	?	?	-1%	-8%	?	?	?
O=C(Cn1c(COc2ccccc2)nc2ccccc21)Nc1cccc(Cl)c1	.	12%	-2%	-23%	.	3%	-4%	6%
CC12C=C(/C=C/CCc3ccco3)C(C)(C1)[C@H](CCc1ccco1)CC2=O (stereo not given in full)	-4%	1%	.	-6%	0%	1%	.	?
COC(=O)c1cc([N+](=O)[O-])c(-n2ccnc2)c([N+](=O)[O-])c1	5%	4%	11%	-3%	2%	?	4%	-6%
CCOc1ccc(CNCc2ccccc2Cl)cc1	23%	-6%	8%	i	0%	-6%	22%[46 µM]	5%
CCOC(=O)Cc1csc(NC(=O)CCCCCN2C(=O)c3ccccc3C2=O)n1	-16%	0%	-9%	-7%	-3%	-19%	15%	-7%
COCCn1c(=O)[nH]c2cc(C(=O)NC(C)C)ccc2c1=O	2%	?	-5%	-10%	-4%	-5%	0%	?
COCCN1CCCC(CNCc2cn(C)nc2-c2ccc(Oc3ccccc3)cc2)C1 (stereo not given)	.	-25%	1%	18%	0%	-3%	-10%[46 µM]	8%
COc1ccc(NC(=O)c2ccccc2N(Cc2ccccc2)S(C)(=O)=O)cc1	.	-1%	1%	-29%	1%	-12%	-5%[46 µM]	2%
Cc1c(C(=O)O)oc2ccc(S(=O)(=O)N3CC(C)CC(C)C3)cc12 (stereo not given)	9%	4%	9%	i	2%	-5%	0%	-4%
N#Cc1cc2c(=O)n3ccccc3nc2n(Cc2ccco2)c1=NC(=O)c1ccco1	-1%	-2%	3%	i	-1%	?	5%	?
O=C(Nc1nccs1)C(=O)c1c[nH]c2ccccc12	?	-7%	.	i	-6%	?	-9%	22%
Cc1sc2nc(CN3CCOCC3)[nH]c(=S)c2c1C	-1%	10%	-7%	3%	0%	-4%	?	-16%
CC(=O)N/C(=C\c1ccc(F)cc1)C(=O)N(C)C	6%	8%	3%	-3%	1%	7%	4%	16%
C=CCN(CC=C)S(=O)(=O)c1ccc(NC(=S)NC(=O)c2ccc(-c3ccccc3)cc2)cc1	-63%[inhibitor]	4%	.	-6%	-3%	-5%	-13%	3.2µM*
Cc1cc(CNC(=O)COc2ccc(F)cc2F)c2ccccc2n1	-79%[inhibitor]	4%	.	1%	1%	-9%	22%[46 µM]	12%
Cc1c(C(=O)O)sc2nc3n(c(=O)c12)CCC(C)CC3 (stereo not given)	-10%	1%	-8%	-1%	3%	6%	-2%	-7%
O=c1oc2ccccc2cc1-c1nc2c(s1)CCc1ccccc1-2	3%	-4%	54%[activator]	-1%	-3%	7%	-16%	?
CC(NC(=O)c1ccccc1NC(=O)c1ccncc1)c1ccccc1 (stereo not given)	19%	-3%	-5%	i	2%	4%	.	28µM*
CCC1=Nc2cc(C(=O)O)ccc2Sc2ccccc21	-3%	1%	3%	-3%	1%	-13%	11%	12%
O=C(Cc1ccc(F)cc1)Nc1ccccc1Sc1ccccc1	-5%	-1%	20%	-7%	5%	-7%	-7%	8%
CCOc1ccccc1N(CC(=O)NCc1ccc(OC)cc1)S(C)(=O)=O	8%	-3%	1%	-17%	-3%	9%	3%	4%
O=C(CN1CCN(CC(=O)Nc2ccc3c(c2)OCO3)CC1)Nc1ccc(F)cc1	-10%	3%	.	-19%	1%	-1%	-3%	?
CCOc1ccc(C(NC(C)=O)c2ccc(OC)c(OC)c2)cc1 (stereo not given)	-1%	-9%	-3%	7%	0%	-11%	?	-2%
O=C(Nc1ccc2oc(-c3ccncc3)nc2c1)c1cccs1	-36%[inhibitor]	?	10%	-12%	-1%	?	5%	?
O=C(CCCN1Cc2ccccc2C1)c1ccc(F)cc1	6%	?	-4%	-8%	1%	-5%	4%	2%
CCCN1C(=O)/C(=N\OCC(=O)Nc2ccc(C(C)C)cc2)c2ccccc21	-3%	-2%	0%	-5%	-5%	-27%	?	0.5µM*
Cc1ccc(CNC(=O)CCCN2C(=S)NC(C)(C)CC2C)cc1 (stereo not given)	9%	1%	-7%	-8%	2%	0%	4%[9.22 µM]	-5%
CC1=C(C(=O)Nc2ccccc2)C(c2ccccn2)n2nc(CCCO)nc2N1 (stereo not given)	5%	4%	0%	-6%	1%	5%	-13%	-2%
COc1ccccc1NS(=O)(=O)c1ccc(N/N=C/c2c(C)nn(-c3ccccc3)c2N2CCCC2)c([N+](=O)[O-])c1	-34%[inhibitor]	3%	?	-2%	-8%	?	-5%	2%
O=C(NCc1ccco1)c1cccc(NC(=O)c2ccco2)c1	-8%	-2%	.	i	0%	?	?	?
COc1ccc(-c2nn(-c3ccccc3)cc2/C=C/C(=O)O)cc1[N+](=O)[O-]	.	-5%	?	?	.	?	.	.
CCCC(c1nnnn1Cc1ccco1)N1CCC(C(N)=O)CC1 (stereo not given)	11%	-8%	6%	-3%	1%	-13%	13%	3.5µM*
Cc1cccc(/C=c2\s/c(=C\C(=O)C(C)(C)C)[nH]c2=O)c1	.	-14%	27%	-11%	.	8%	?	1%
Cc1cccc(C)c1NC(=O)NNC(=O)c1cc(C(C)(C)C)nn1Cc1ccccc1	.	7%	18%	i	.	-2%	.	8%
COc1ccc(C(C)C)cc1S(=O)(=O)n1ccnc1C	-2%	4%	9%	-10%	2%	-1%	7%	-11%
COc1cc(/C=C/C(=O)NCCN2CCOCC2)cc(OC)c1OC	14%	?	2%	-5%	2%	8%	-2%	?
Cc1cc(NC(=S)N(CCN2CCCCC2)Cc2ccco2)ccc1Cl	-46%[inhibitor]	-5%	-9%	-2%	0%	7%	?	7.9µM*
C[C@]12CC[C@H]3c4ccc(O)cc4CC[C@@H]3[C@H]1CC[C@@H]2OC(=O)CCC1CCCC1	-6%[9.22 µM]	.	.	.	-3%[7.66 µM]	.	?	10%[13.5 µM]
CCS(=O)(=O)CCn1c([N+](=O)[O-])cnc1C	-37%[inhibitor]	8%	7%	-4%	-1%	-9%&-15%	?	0%
O=C(COc1ccc2ccc(=O)oc2c1)N1CCN(c2ccccc2)CC1	-16%	?	-23%	20%	0%	-14%	-6%[46 µM]	?
CCN(CC)c1cc(C)c(C#N)c2nc3ccccc3n12	.	?	9%	-3%	.	-15%	7%[46 µM]	?
CCc1nc(SCC(=O)NCc2ccco2)c2c3c(sc2n1)CCCC3	-6%	2%	-2%	-4%	6%	-10%	-7%	6%
Cc1noc(C)c1CSc1ccc(Br)cc1	-10%	7%	22%	-15%	-1%	4%	15%	3%
O=C(O)CNS(=O)(=O)Cc1ccccc1	.	0%	0%	4%	.	0%	.	-2%
CC(C)CC(c1nnnn1C1CCCC1)N1CCN(C(=O)c2ccco2)CC1 (stereo not given)	?	-2%	.	-13%	-1%	-9%	-3%	8.9µM*
COc1ccc(Oc2nc(C)nc3c2oc2ccccc23)cc1	-43%[inhibitor]	-8%	19%	-9%	-3%	-21%	?	-5%
CN1C(=O)CSc2ccc(NC(=O)N3CCC(N4CCCCC4)CC3)cc21	13%	-3%	.	-7%	-5%	?	25%	10%
O=C(N/N=C/c1cccnc1)c1ccc2c(c1)OCCO2	8.9µM*	-2%	-13%	5%	?	9%	9%	6%
Cc1cc(NC(=S)NC(=O)/C=C/c2ccc(S(=O)(=O)N3CCOCC3)cc2)ccc1Br	-29%	6%	2%	i	-2%	?	.	-15%
CCC1=NN(C(=O)Cc2ccccc2)C(O)(c2ccncc2)C1 (stereo not given)	.	11%	-18%	i	-3%	2%	.	3%
Cn1cccc1C(=O)OCC(=O)N1c2ccccc2NC(=O)C1(C)C	-5%	-1%	-6%	-1%	0%	9%	3%[46 µM]	-2%
Cc1csc(NC(=O)c2ccccc2[N+](=O)[O-])n1	-5%	12%	.	-1%	-2%	-1%	0%	13%
CCOC(=O)CNC(=O)c1cccnc1	-4%	-2%	1%	-5%	4%	7%	16%	0%

With a hit mark in SMN2 splice up, among the entries above:
| mol | SMN2 splice up | KDM4E inh | L3MBTL1 block | RECQ1 inh | Tau ThT inhib | Lamin A splicing | ALDH1A1 inh |
| --- | --- | --- | --- | --- | --- | --- | --- |
| O=C(N/N=C/c1cccnc1)c1ccc2c(c1)OCCO2 | 8.9µM* | -2% | -13% | 5% | 9% | 9% | 6% |

Additional compounds
SMILES	SMN2 splice up	KDM4E inh	L3MBTL1 block	RECQ1 inh	Luc counter	Tau ThT inhib	Lamin A splicing	ALDH1A1 inh
COc1ccc(N=Nc2cc(C)c(O)c(CN3CCCCC3)c2)cc1	.	?	?	-14%	.	?	3%[46 µM]	0%
O=C(CSCC(=O)N1CCCCC1)Nc1nc(-c2ccc(Cl)s2)cs1	4%	-8%	-3%	-11%	0%	?	-9%	25µM*
C/C(=N\O)C(=O)OC1CC(C)CCC1C(C)C (stereo not given)	1%	4%	2%	-8%	-5%	-5%	-3%	-4%
COc1ccc(CN=CC2=C(O)CNC2=O)cc1	26%	3%	.	-4%	-3%	-6%	-4%	-6%
Cc1nc(-c2cccc(NS(=O)(=O)c3ccc4ccccc4c3)c2)cs1	-4%	-1%	-1%	i	0%	6%	?	-11%
